Source: PubChem
OX1R FRET antag: antagonists of human orexin 1 receptor (OX1R). inhibition, % at 6.6 µM. OX1R-expressing cells, FRET antagonist read-out. AID 485270. O43613. hit rate 1.8% among 330,000; in the data active = inhibition mostly above about 38%, no sharp cut-off; inactive = mostly below about 40%;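 also: 0% = agonist challenge alone and 100% = reference antagonist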
Target sequence (O43613 whole entry, looked up): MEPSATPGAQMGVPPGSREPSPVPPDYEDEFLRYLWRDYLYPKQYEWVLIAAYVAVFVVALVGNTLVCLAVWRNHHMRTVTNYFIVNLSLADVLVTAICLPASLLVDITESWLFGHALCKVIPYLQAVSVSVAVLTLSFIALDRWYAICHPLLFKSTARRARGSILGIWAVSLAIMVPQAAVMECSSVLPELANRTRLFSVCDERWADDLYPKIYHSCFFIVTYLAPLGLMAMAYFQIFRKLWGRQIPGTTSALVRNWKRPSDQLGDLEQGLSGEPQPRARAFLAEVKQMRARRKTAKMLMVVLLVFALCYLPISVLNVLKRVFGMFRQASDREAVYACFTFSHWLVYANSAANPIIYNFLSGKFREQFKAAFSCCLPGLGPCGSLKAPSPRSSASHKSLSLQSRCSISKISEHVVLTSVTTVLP
KCNQ2 inh: KCNQ2 potassium channel inhibitors, primary screen, cell-based, CHO-K1, FluxOR thallium flux, B-score (AID 2156); hit rate 1.1% among 310,000; 20 min; hits give low values; B-score at 10 µM;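 active = fluorescence ratio B-score at most minus 3 library SDs, with starting brightness B-score within 2 library SDs, cut at about -5.5 in these data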
STK33 kinase inh: human STK33 kinase inhibition | Q9BYT3 | purified STK33, MBP phosphorylation, ADP-Glo luminescence | inhibition, % at 10 µM | hit rate 0.073% among 320,000 | AID 2661;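 active = inhibition at or above 25%, using the most active replicate where run in duplicate; inactive = inhibition below 25%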
Target sequence (Q9BYT3 whole entry, looked up): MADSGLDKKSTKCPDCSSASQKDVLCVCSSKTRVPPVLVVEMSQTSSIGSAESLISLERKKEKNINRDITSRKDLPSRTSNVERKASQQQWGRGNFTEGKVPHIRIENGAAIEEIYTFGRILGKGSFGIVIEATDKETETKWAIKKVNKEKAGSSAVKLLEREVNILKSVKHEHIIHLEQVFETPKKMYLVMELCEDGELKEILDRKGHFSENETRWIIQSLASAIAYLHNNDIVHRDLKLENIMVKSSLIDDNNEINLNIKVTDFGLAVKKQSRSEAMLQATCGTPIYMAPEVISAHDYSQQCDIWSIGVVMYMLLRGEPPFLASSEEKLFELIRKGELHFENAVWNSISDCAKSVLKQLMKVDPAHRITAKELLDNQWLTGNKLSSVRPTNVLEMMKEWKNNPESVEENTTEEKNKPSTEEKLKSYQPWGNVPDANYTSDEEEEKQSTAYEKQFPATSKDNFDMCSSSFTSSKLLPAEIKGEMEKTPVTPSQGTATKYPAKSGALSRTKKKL
The depositor's hits bear a star; i = inactive; / = no result given.

SMILES	OX1R FRET antag	KCNQ2 inh	STK33 kinase inh
Oc1ccc(Cl)cc1C1=NNC(c2ccc(Cl)cc2)C1 (stereo not given)	11.8	i	-1.4
Cc1ccc(S(=O)(=O)NC(=NC2CCCCC2)c2ccccc2)cc1	7.9	i	6.9
Cc1nn(-c2ccccc2)c(Oc2ccc(F)cc2)c1/C=N/n1cnnc1	18.1	/	0.7
CCN(CC)C(=O)C1c2ccccc2Oc2ccccc21	30.8	i	-2.8
COc1ccccc1CNC(=O)CCCC(=O)n1nc(C)c2ccccc21	8.0	i	-0.4
O=C1NC(=O)/C(=C/c2ccc(-c3cc(C(=O)O)ccc3Cl)o2)S1	3.4	i	12.7
N#CCC(=O)Nc1ccc(C(=O)OCC(=O)N(C2CCCCC2)C2CCCCC2)cc1	8.1	i	1.4
CCOn1c(=O)c[n+]([O-])c2ccccc21	40.4	i	-0.6
CCOC(=O)c1cnc(N2CCN(C(=O)OCC)CC2)[nH]c1=O	41.0	i	-1.1
O=C(NCCCN1CCCC1)c1ccc2c(c1)N(Cc1ccc(F)cc1)C(=O)c1ccccc1S2=O (stereo not given)	8.2	i	1.0
O=c1[nH][nH]c(C(F)(F)F)c1C=NCc1ccc(Cl)cc1	14.6	i	0.4
CCOC(=O)c1[nH]c2ccc(OC)cc2c1NS(=O)(=O)c1ccc(OC)cc1OC	10.7	i	0.9
O=C(COC(=O)c1ccccc1NC(=O)c1ccccc1)c1cccc([N+](=O)[O-])c1	30.9	i	-4.6
CCn1c2c(c3cc(OCC(C)C)ccc31)CCCC2=O	11.3	i	-1.2
COCCNC(=O)C1CC2Cn3c(nc4ccccc43)C2N1C (stereo not given)	15.8	i	-1.5
CC(Sc1nnc(-c2ccccc2)c(-c2ccccc2)n1)C(=O)NCC1CCCO1 (stereo not given)	15.5	/	-1.3
C/C(CC(=O)Nc1ccc(Cl)cc1Cl)=N\NC(=O)C(=O)N1CCCC1	11.3	i	-0.6
COC(=O)c1sc(N2C(=O)C(O)=C(C(=O)c3ccc(C)o3)C2c2ccc([N+](=O)[O-])cc2)nc1C (stereo not given)	25.5	i	2.6
Fc1ccc2c(c1)C(c1ccncc1)=NNC(c1ccc(Cl)cc1)=N2	12.6	i	-0.6
COc1ccc(CN(C)C(=O)COC(=O)c2c(C)nn(-c3ccc(F)cc3)c2Cl)cc1	9.9	/	-1.8
O=C(NNC(=O)C1CC1)c1cc2cc3ccccc3nc2s1	54.4*	i	6.6
CC(CCOS(N)(=O)=O)c1ccccc1 (stereo not given)	20.5	i	-0.9
COc1cc(NC(C)=O)c2ncccc2c1[N+](=O)[O-]	13.8	i	-0.8
Cc1ccccc1C(=O)c1c[nH]c(C(N)=O)c1	22.6	i	0.4
CCP(=O)(CC)C(C)(C)CP(=O)(c1ccccc1)c1ccccc1	5.0	i	0.1
CN(c1ccc(O)cc1)c1nc(O)c(C2=c3ccccc3=NC2=O)s1	78.8*	i	1.1
COC(=O)CSc1ccc(S(=O)(=O)N2CCOCC2)cc1[N+](=O)[O-]	19.6	i	-0.7
Cc1ccc(C(=O)CN(CCCC(N)=O)S(=O)(=O)c2ccc([N+](=O)[O-])cc2)cc1	20.7	/	-0.2
CC1CCCCC1NC(=O)CN1C(=O)CSc2cc(S(=O)(=O)N3CCCCCC3)ccc21 (stereo not given)	9.4	i	/
COc1ccccc1-c1c(C)nn2c(N)c(-c3ccc(Cl)cc3)cnc12	6.8	i	-0.7
COCCCN(C(=O)CC1OC(=O)c2ccccc21)c1c(N)n(Cc2ccccc2)c(=O)[nH]c1=O (stereo not given)	5.5	i	0.8
COc1ccc(CC(=O)N/N=C/c2ccc(C)s2)cc1	13.3	i	-0.2
O=C(COC(=O)CCC(=O)c1cccs1)NCc1cccs1	24.4	i	0.4
O=C(Oc1cccc(/C=N/NC(=O)c2ccccn2)c1)c1ccc([N+](=O)[O-])cc1	28.4	i	-0.7
CC1CC2(C)CC(C)C1(COC(=O)Nc1ccccc1)CO2 (stereo not given)	38.6	i	1.3
CNc1nc2cccnc2s1	10.4	i	-0.9
CC(Sc1nnnn1C)C(=O)Nc1ccc(Oc2ccccc2)cc1 (stereo not given)	34.4	i	-3.7
C=CCn1c(SCC(=O)N2CCc3ccccc3C2)nc2sc(CC)cc2c1=O	23.1	i	-1.0
O=c1c2sccc2[nH]c(=S)n1-c1ccccc1	1.7	i	-1.3
Cc1ccc(C(=O)N2CCN(c3ccc(NC(=O)c4ccc5c(c4)OCCO5)cc3)CC2)cc1	21.7	i	-0.4
COc1cc2c(cc1OC)C(C(=O)Nc1cc(OC)c(OC)c(OC)c1)C(c1cccnc1)N(C)C2=O (stereo not given)	31.5	i	0.1
COc1ccc(N(CC(=O)N/N=C/c2ccc(F)cc2)S(=O)(=O)c2ccccc2)cc1	4.0	i	-0.3
CN(C(=O)c1ccc(NC(=O)Cc2ccc([N+](=O)[O-])cc2)cc1)C1CC1	2.8	/	-1.6
Cc1cc(NC(=O)CCN2CCN(C/C=C/c3ccccc3)CC2)ccc1Br	4.6	i	-1.5
C=CC[C@@H](CC(=O)N(CCO)Cc1ccccc1)C(=O)N[C@@H](COC(=O)[C@@H](CC=C)Cc1ccc(F)cc1)Cc1c[nH]c2ccccc12	4.4	/	0.1
O=C(/C=C/c1ccco1)NC(=S)Nc1ccc(N2CCCC2)cc1	14.4	i	-1.2
COc1ccc(C(=O)OCC(=O)N2CCCC2=O)c(OC)c1	9.3	i	0.4
CC1CCCCN1S(=O)(=O)c1ccc(S(=O)(=O)N2CCN(c3ccc(F)cc3)CC2)cc1 (stereo not given)	7.8	i	-0.6
Cc1sc2ncnc(OCC(=O)N3CCN(S(=O)(=O)c4ccc(Cl)cc4)CC3)c2c1C	6.7	i	-0.1
Cc1nc(=O)cc(-c2ccccc2)n1-c1ccccc1	15.0	i	0.1
O=C(COC(=O)CCc1ccccc1)NC1CCS(=O)(=O)C1 (stereo not given)	18.9	i	1.1
CCCCCOc1ccc(CSCCNC(=S)Nc2ccccc2)cc1	8.1	i	-0.9
CCNC(=O)c1c(NC(C)=O)sc2c1CCCC2	6.1	i	0.7
OC(CNCc1ccc(Cl)cc1)C(F)(F)F (stereo not given)	3.5	i	-1.8
O=C(Nc1ccc2c(c1)OCO2)c1cnccn1	-0.1	i	0.2
COc1ccc(O)c(C(=O)c2cc(C#N)c(=O)n(-c3ccc(Cl)cc3)c2)c1	17.4	i	-0.5
CCS(=O)(=O)c1ccc(O)c(NC(=O)Nc2ccccc2OC)c1	5.7	i	-0.1
COC(=O)[C@]1(C)N[C@H](CN(C)C(=O)Nc2ccc(C(F)(F)F)cc2)[C@@H]2C(=O)N(C)C(=O)[C@@H]21	-0.4	/	-1.1
Cc1cc(-c2ccccc2)nc(N2CCC(C(=O)NC(C)C)CC2)n1	-1.6	i	-0.4
CCCOc1ccc(C(=O)NC(C)C(=O)O)cc1 (stereo not given)	0.3	i	-0.6
Next part:
SMILES	OX1R FRET antag	KCNQ2 inh	STK33 kinase inh
CCS(=O)(=O)Nc1cccc(C(=O)O)c1	4.8	i	-1.6
CC1CCC/C(=N\NC(=S)NCc2ccccc2)C1 (stereo not given)	14.6	i	0.5
COc1ccc(NC(=O)COC(=O)/C=C/c2cnc3ccccc3n2)cc1	16.4	i	-2.0
N/C(CC(=O)Nc1ccc(F)c(Cl)c1)=N\OC(=O)c1cccs1	8.6	i	8.1
CCOC(=O)c1c(C)nc2c(C)cccn12	3.0	i	-2.6
Cc1ccc(S(=O)(=O)N(CC(O)CN2C(=O)NC(C)(C)C2=O)c2cccc(C)c2)cc1 (stereo not given)	16.3	i	0.2
O=C(Cn1c(=O)n(-c2cccc(Cl)c2)c(=O)n1CC(=O)N1CCCCC1)N1CCCCC1	26.0	i	2.0
CC(C)(C)c1ccc(-n2ncc3c2CCCC3NC(=O)C2=NNC(=O)CC2)cc1 (stereo not given)	24.8	i	0.0
CC1CCN(C(=O)C2CCC(CNc3c(N4CCCCC4)c(=O)c3=O)CC2)CC1 (stereo not given)	10.9	i	-1.6
COC(=O)C/C(C)=N/Nc1ccc(S(=O)(=O)N2CCCC2)cc1[N+](=O)[O-]	20.5	i	0.5
Cc1c(/C=C/C(=O)c2ccc(Cl)s2)cnn1C	20.4	i	-0.9
CCOC(=O)C1(CCOc2ccccc2)CCN(Cc2ccc(O)c(OC)c2)CC1	20.9	i	2.6
CCOc1ccc(C(=O)Nc2cc(-c3nc4ccccc4[nH]3)ccc2Cl)cc1[N+](=O)[O-]	67.7*	i	0.3
O=C(Nc1ccc(C(=O)O)cc1)/C(=C\c1ccc2c(c1)OCO2)NC(=O)c1ccccc1	16.6	i	-0.3
COc1ccc(S(=O)(=O)NC(CC(C)C)C(=O)NC(C)c2cccs2)cc1 (stereo not given)	8.5	/	0.8
COc1ccccc1CC(=O)Nc1ccc(S(=O)(=O)N2CCOCC2)cc1	11.8	i	-2.0
CCOC(=O)/C(C(=O)Nc1ccccc1Cl)=C1/NC(C)(C)Cc2ccccc21	19.1	-8.13*	-0.4
O=C(CSc1nccn(-c2ccc(Br)cc2)c1=O)Nc1ccccc1F	29.2	i	/
O=C1CCc2cc(S(=O)(=O)Nc3ccccc3)ccc2N1	2.6	/	8.8
C(=N\N1CCN(Cc2cccc3ccccc23)CC1)/c1cccnc1	9.3	i	-0.6
COc1ccc(C(=O)NCCS(=O)(=O)NCc2cccnc2)cc1	5.7	i	-0.2
CCC1C(=O)CC(c2ccccc2)NC1c1ccccc1 (stereo not given)	21.1	i	0.5
CC1(/[N+]([O-])=C/c2ccccc2F)CCCCC1=O (stereo not given)	6.9	i	-1.2
COc1cc(/C=N/Nc2nc(C)cc(C)n2)ccc1OC(=O)c1ccco1	32.0	i	0.4
O=C(COc1ccc(Br)cc1F)N1CCN(c2ncccn2)CC1	30.5	i	-0.1
O=S(=O)(c1ccc(F)cc1)N1CN(Cc2ccco2)c2nc3ccccc3nc21	11.3	i	0.1
O=C(Nc1ccccc1C(=O)NCc1ccco1)c1ccco1	21.4	i	0.8
O=C(OCc1c(F)cccc1Cl)c1cnc2ccccc2n1	10.2	i	0.2
Cc1ccccc1OCCC(=O)Nc1ccc2c(C)cc(=O)oc2c1	21.5	i	-1.2
COc1ccccc1NC(=S)Nc1cccc2cnccc12	16.5	i	12.5
O=C(COC(=O)c1ncc(Cl)c(Cl)c1Cl)NC1CCS(=O)(=O)C1 (stereo not given)	6.2	i	0.0
O=C(O)c1cc(N/N=C/C=C/c2ccccc2)ccc1Cl	17.8	i	-2.0
CC1CCN(S(=O)(=O)c2ccc3c(c2)c(=O)c(C(=O)NCc2ccco2)cn3C)CC1	6.5	i	-3.6
CCc1cccc(C)c1NC(=O)C1=C(C(=O)O)CCCC1	0.0	i	-1.0
Cc1ccc(C)c(NC(=O)CN2C(=O)CNC2=O)c1	13.4	i	-0.2
CCc1ccc(NC(=O)C(C)OC(=O)c2ccc(N3CCCC3)c([N+](=O)[O-])c2)cc1 (stereo not given)	10.3	i	-1.9
O=C(COC(=O)c1ccc(-n2cnnn2)cc1)Nc1cc(Cl)ccc1F	7.6	/	-0.7
COc1ccc(C2c3ccc(O)cc3Oc3ncn4nc(-c5ccncc5)nc4c32)cc1OC (stereo not given)	18.5	i	-0.9
CC(C)[C@H](NC(=O)OCc1ccccc1)C(=O)OCc1ccccc1	11.3	-7.34*	-1.9
CCN1CCN(C(=O)CN(c2ccc(C)cc2)S(C)(=O)=O)CC1	17.3	i	-0.4
Cc1cccc(COc2coc(CN3CCN(C(=O)c4ccco4)CC3)cc2=O)c1	11.8	i	-0.5
O=C(Cn1nnc2ccccc2c1=O)Nc1ccc(S(=O)(=O)N2CCOCC2)cc1	6.0	i	-1.1
O=C(c1cc(S(=O)(=O)N2CCOCC2)c(Cl)cc1Cl)N1CCN(S(=O)(=O)c2cccc(F)c2)CC1	-1.4	/	-0.3
C=CCOc1c(Br)cc(CNn2nnnc2N)cc1OC	14.6	i	-2.6
COc1cc2c(cc1OC)CN(C(=O)c1cc(=O)c3ccccc3o1)CC2	11.1	i	0.4

Reprinted from the results shown for reference:
SMILES	OX1R FRET antag	KCNQ2 inh	STK33 kinase inh
O=C(c1cc(S(=O)(=O)N2CCOCC2)c(Cl)cc1Cl)N1CCN(S(=O)(=O)c2cccc(F)c2)CC1	-1.4	/	-0.3
C=CCOc1c(Br)cc(CNn2nnnc2N)cc1OC	14.6	i	-2.6
COc1cc2c(cc1OC)CN(C(=O)c1cc(=O)c3ccccc3o1)CC2	11.1	i	0.4

An excerpt of these results, with two lines to a compound:
Second line of a record – OX1R FRET antag	KCNQ2 inh	STK33 kinase inh
O=C(COC(=O)c1ncc(Cl)c(Cl)c1Cl)NC1CCS(=O)(=O)C1 (stereo not given)
  6.2	i	0.0
O=C(O)c1cc(N/N=C/C=C/c2ccccc2)ccc1Cl
  17.8	i	-2.0
CC1CCN(S(=O)(=O)c2ccc3c(c2)c(=O)c(C(=O)NCc2ccco2)cn3C)CC1
  6.5	i	-3.6
CCc1cccc(C)c1NC(=O)C1=C(C(=O)O)CCCC1
  0.0	i	-1.0
Cc1ccc(C)c(NC(=O)CN2C(=O)CNC2=O)c1
  13.4	i	-0.2
CCc1ccc(NC(=O)C(C)OC(=O)c2ccc(N3CCCC3)c([N+](=O)[O-])c2)cc1 (stereo not given)
  10.3	i	-1.9

(more compounds)
SMILES	OX1R FRET antag	KCNQ2 inh	STK33 kinase inh
CC(C)C(C(=O)NC1=NCCS1)c1ccc(Cl)cc1 (stereo not given)	38.9	i	-0.6
COc1ccc(C(C(=O)NC2CCCCC2)N(C(=O)c2ccccn2)c2cccnc2)cc1 (stereo not given)	9.1	i	-0.1
Cc1ccnc(NC(=O)COC(=O)c2ccc(F)cc2F)n1	1.4	i	-0.2
COc1cc(OC)cc(C(=O)OCC(=O)c2ccc(S(=O)(=O)N3CCCCC3)cc2)c1	6.2	/	-0.4
